Compound activity: PubChem BioAssay, National Center for Advancing Translational Sciences (NCATS)
HTT cytoprotect = Huntington cell model cytoprotection by ATP luminescence | Potency, µM (series often up to 56.4 µM), without a hit: cytoprotection (ATP increase), most hits filed as activators | AID 1471 | PC12 HTT-Q103 induced, cytoprotection, ATP luminescence, 40 h | 230,000 compounds, 0.14% hits;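 also: potency is read from the fitted curve at half-maximal effect; % of control where 0% means no effect; nearly all actives have a fitted effect of over 45% in size; toxic huntingtin expression switched on by the ecdysone agonist tebufenozide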
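Compounds added alongside 100 nM tebufenozide, which induces toxic Q103 huntingtin exon 1-GFP in stable PC12 cells; surviving cells quantified by luminescent ATP measurement. Medium: phenol red-free DMEM, 5% equine and 5% calf serum.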
CBFb RUNX1 block = CBF-beta/RUNX1 interaction disruption; Q01196+Q13951; AlphaScreen CBFb-His/RUNX1-biotin binding, biochemical; Potency, µM (top dose mostly 59.8 µM), without a hit: at the highest dose activity, negative = inhibition, usual class: inhibitors; 230,000 tested, under 10 active; AID 1477; also: % of control where 0% means no effect
Target sequence (Q01196 whole entry, looked up): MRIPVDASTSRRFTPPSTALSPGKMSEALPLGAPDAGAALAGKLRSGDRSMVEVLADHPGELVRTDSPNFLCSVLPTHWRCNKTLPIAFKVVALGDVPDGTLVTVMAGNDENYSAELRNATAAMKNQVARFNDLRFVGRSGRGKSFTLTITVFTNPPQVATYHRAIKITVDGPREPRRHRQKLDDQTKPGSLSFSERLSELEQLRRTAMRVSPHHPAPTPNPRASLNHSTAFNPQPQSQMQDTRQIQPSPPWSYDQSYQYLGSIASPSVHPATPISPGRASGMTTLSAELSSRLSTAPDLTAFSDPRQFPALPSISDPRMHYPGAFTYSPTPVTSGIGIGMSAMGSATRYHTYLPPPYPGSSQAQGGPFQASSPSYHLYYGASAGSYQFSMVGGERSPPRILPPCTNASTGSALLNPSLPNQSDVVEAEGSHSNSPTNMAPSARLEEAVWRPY
Target sequence (Q13951 whole entry, looked up): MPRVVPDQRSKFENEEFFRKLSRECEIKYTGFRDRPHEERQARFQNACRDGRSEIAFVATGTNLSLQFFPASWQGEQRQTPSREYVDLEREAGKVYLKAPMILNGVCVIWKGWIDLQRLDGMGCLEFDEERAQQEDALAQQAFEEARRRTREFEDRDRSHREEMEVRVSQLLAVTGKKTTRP
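CBF-beta (His) and RUNX1 (biotin), 30 nM each; 20 min preassociation; + compound, 15 min; + beads 50 ng each (Ni, streptavidin), 90 min; RT; AlphaScreen read.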
Luc counter = counter-screen: inhibitors of Kinase-Glo firefly luciferase. Q27757. Kinase-Glo luciferase, ATP luminescence, 8 min. Potency, µM (series often up to 38.3 µM), for the others: at the top dose activity change, negative = inhibition, actives largely listed as inhibitors. 200,000 compounds, 0.28% hits. AID 1379; also: potency is read from the fitted curve at half-maximal effect; % is scaled to controls: 0 for no effect and ±100 for the full control effect; nearly all actives have a fitted effect of over 60% in size
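Inhibition of Kinase-Glo luciferase light generation was assessed at 10 uM ATP in pH 7.2 imidazole buffer, with luminescence measured after eight minutes at ambient temperature.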
HttQ103 aggreg = mutant huntingtin aggregation inhibition; PC12 HttQ103-GFP aggregates, Acumen cytometry, 40 h; Potency, µM (top dose mostly 46.1 µM), for inactives: at the top dose activity change, negative = inhibition, actives largely listed as inhibitors; 220,000 compounds, 1.1% hits; AID 1688; also: potency is read from the fitted curve at half-maximal effect; % is scaled to controls: 0 for no effect and ±100 for the full control effect; nearly all actives have a fitted effect of over 60% in size
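PC12 cells stably carrying ecdysone-inducible HTT exon 1 Q103–GFP were induced with tebufenozide (100 nM final) and treated with library compounds in titration. GFP aggregates in lysates were counted by laser scanning cytometry.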
SMN2 splice enh = increases expression of the SMN2 splice variant; HEK293 SMN2-luciferase splicing reporter, luminescence, 30-36 h; Potency, µM (series often up to 46.1 µM), for the others: at the highest dose activity change, positive = activation, hits mostly activators; 210,000 compounds, 2.8% hits; AID 1458; also: potency is read from the fitted curve at half-maximal effect; % of control where 0% means no effect; nearly all actives have a fitted effect of over 55% in size
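qHTS luciferase splicing reporter: luminescence rises when SMN2 exon 7 is included in transfected HEK293 cells. Compound exposure lasted 30-36 h at 37C, with 4.5 mM final sodium butyrate as control, followed by a ONE-Glo read.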
LMNA splice mod = changes lamin A minigene splicing in HeLa cells; 200,000 compounds, 0.01% hits; AID 1487; HeLa LMNA splicing GFP/RFP minigene ratio, 48 h; Potency, µM (top dose mostly 46.1 µM), for the others: at the highest dose ratio change, negative = inhibition, hits mostly inhibitors; active = well fitted inhibition curve with a large enough effect in the signal ratio, with a control signal flat, not every such curve was filed as active; inconclusive = small, poorly fitted or top-dose-only effect, or effect the other way, or a change in a side signal; the % refers to the signal ratio; also: potency is read from the fitted curve at half-maximal effect; % is scaled to controls: 0 for no effect and ±100 for the full control effect
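S3 HeLa cells stably expressing lamin A-EGFP splicing minigene plus DsRed2, 600 cells/well, 48 h compound exposure at 37C. Laser-scanning cytometry; analysed as GFP (500-530 nm)/RFP (575-640 nm) total intensity ratio; 0.5% DMSO vehicle.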
IMPase Li cell = cell-permeable IMPase inhibitors with lithium potentiation. CHO-M1 cells, IP1 TR-FRET (IP-One), carbachol + lithium. Potency, µM (titrated, usually from 59.4 µM), for the others: at the highest dose activity, negative = IMPase inhibition, actives largely listed as inhibitors. 210,000 compounds, 0.35% hits;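 also: IP1 builds up when IMPase is blocked and the TR-FRET signal falls; potency is read from the fitted curve at half-maximal effect; plate controls were basal vehicle for no effect and high inhibitor control for full effect; nearly all actives have a fitted effect of over 50% in size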
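Steps: plate 2000 CHO-M1 cells per well and culture 16–30 h; add compound and lithium; incubate 30 min, 37C; add d2-IP1 tracer and Eu cryptate anti-IP1 antibody in lysis buffer; read after 10 min at room temperature.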
The depositor's hits bear a star; u = inconclusive; x = no result given; [ ] = dose if it differs, or a comment. Unless noted, calls follow the shape of the dose curve; as a rule, active = well fitted curve in the direction sought with a large enough effect; inconclusive = small, poorly fitted or top-dose-only effect, or another doubt; inactive = no such curve, though single readings can be large; an effect the other way counts as inactive or inconclusive.

SMILES	HTT cytoprotect	CBFb RUNX1 block	Luc counter	HttQ103 aggreg	SMN2 splice enh	LMNA splice mod	IMPase Li cell
CC(=O)OCCCNc1cc(Sc2ccc(C)cc2)c2nonc2c1[N+](=O)[O-]	17%[10 µM]	2%	2%	u	4%	-6%	5%
O=C(CSc1cccc[n+]1[O-])CSc1cccc[n+]1[O-]	u	-6%	1%	-9%	12%	x	3%
CC(C)(C)N(NC(=O)Nc1ccc(Cl)cc1)C(=O)c1ccccc1	-6%	5%	-3%	18%	-7%	-7%	7%[38.3 µM]
C=CCOc1ccc2ccccc2c1CNc1ncn[nH]1	-10%	8%	0%	6%	-4%	4%	16%[38.3 µM]
COc1ccc(OC)c(-n2c(C)ccc2-c2ccc(S(C)(=O)=O)cc2)c1	-6%	-21%	-2%	20%	5%	4%	3%[38.3 µM]
COc1cc2c(C(=O)N3CCN(C)CC3)c(C)n(-c3ccccc3)c2cc1Br	-16%	-3%	5%	7%	-14%	13%	-25%[38.3 µM]
COc1ccc(CC(=O)Nc2cc(=O)n(C)c(=O)n2C)cc1OC	-15%	7%	1%	u	-8%	x	-3%
CC(C)C(=O)Nc1cccc(NC(=O)c2cccc([N+](=O)[O-])c2)c1	-12%	1%	-1%	4%	-24%	4%	1%[38.3 µM]
COc1ccc(C(CC(=O)Nc2ccc(C)cc2)NC(=O)C(F)(F)F)cc1 (stereo not given)	13%[10 µM]	9%	1%	0%	-19%	1%	-6%
O=C(/C(=C/O)N=Nc1ccc(Cl)cc1)c1ccncc1	-49%[inhibitor]	-27%	-6%	u	-3%	-11%	-4%[38.3 µM]
COC(=O)c1c(NC(=O)CCC(=O)O)sc2c1CCCCC2	3%[10 µM]	4%	2%	-9%	3%	-16%	0%
CCOc1ccccc1NC(=O)CSc1nnc(Cc2cccn2C)n1-c1ccc(F)cc1	9%	-21%	-3%	1%	-2%	-11%	34%[38.3 µM]
CCOP(=O)(O)c1ccccc1OCCCCCOc1ccccc1P(=O)(O)OCC	-13%	3%	-3%	-7%	7%	11%	-5%[38.3 µM]
Cc1cccc(NC(=O)Cn2cnc3ccccc3c2=O)c1C	15%	1%	0%	14%	-6%	5%	-3%[38.3 µM]
Cc1cc2oc(=O)cc(CN3CCCCC3)c2cc1C(C)C	7%[10 µM]	8%	0%	2%	-12%	18%	29%[38.3 µM]
CC1=NN(c2ccccc2)C(=O)C1c1ccccc1 (stereo not given)	16%[0.074 µM]	-3%	1%	27%	5%	6%	16%
CSc1nc2ccc(S(=O)(=O)N3CCCCC3)cc2s1	3%	4%	-1%	-14%	-13%	-14%	26%[38.3 µM]
COc1ccc(CCNC(=O)c2cc(-c3ccccc3)on2)cc1OC	-2%	13%	4%	6%	-11%	-7%	-2%[38.3 µM]
O=C(COc1ccccc1Cl)Nc1ccc(CN2CCCCC2)cc1	-34%	3%	0%	-8%[9.22 µM]	4%	-10%[46 µM]	23%
O=C(COC(=O)c1ccc([N+](=O)[O-])s1)NCc1ccc(F)cc1	14%[10 µM]	2%	-3%	-25%	-27%	13%	4%
COc1ccc([N+](=O)[O-])cc1NC(=O)Cn1ccsc1=N	29%[10 µM]	-3%	-1%	-11%	-6%	-9%	8%
CC(Sc1nc2c(c(=O)n(C)c(=O)n2C)n1Cc1cc2c(cc1Cl)OCO2)C(=O)O (stereo not given)	-1%	9%	-5%	20%	0%	3%	-9%[38.3 µM]
CC(C)CCn1cnc2c(oc3nc4c(cc32)CCCC4)c1=O	-17%[10 µM]	9%	x	-8%[9.22 µM]	x	x	x
CCC1C(=O)N=C(SCC(=O)Nc2cccc3ccccc23)NC1=O (stereo not given)	0%[1.9 µM]	-1%	-1%	12%	8%	29%	17%[38.3 µM]
O=C(c1cc2ccccc2c(=O)o1)N1CCCCCC1	-1%[10 µM]	-1%	-3%	u	2%	7%	6%
COC(=O)C1=CNC=C(C(=O)OC)C1c1ccccc1Cl	-7%[0.074 µM]	10%	0%	2%	10%	-7%	11%[38.3 µM]
Cc1ccccc1S(=O)(=O)NCc1ccc(N2CCN(C)CC2)cc1	11%[10 µM]	7%	x	5%[9.22 µM]	x	x	x
O=C(NCC1CCCO1)c1cccc(Br)c1 (stereo not given)	0%	-1%	3%	-4%	29%	-1%	14%[38.3 µM]
Cc1ccc(C)c(-n2c(-c3cccnc3)n[nH]c2=S)c1	-50%[inhibitor]	-4%	0%	21%[9.22 µM]	5%	-18%[9.22 µM]	-2%
COC(=O)c1sccc1-n1cccc1C(=O)C(=O)N1CCCC1	9%	2%	2%	-10%	-1%	7%	-1%[38.3 µM]
O=C(CSc1ccccn1)N1CCN(c2ncc(C(F)(F)F)cc2Cl)CC1	21%[10 µM]	12%	x	19%[9.22 µM]	x	x	x
Cc1ccc2c(ccc(=S)n2C)c1	2%	6%	3%	-9%	-10%	u	u
CC(C)(C)S(=O)(=O)c1c(C(=O)O)cccc1C(=O)O	3%	-3%	1%	2%	8%	4%	-9%[38.3 µM]
O=C(CSc1nnc(-c2ccccc2)o1)c1ccc2c(c1)OCCO2	-2%	1%	-2%	2%	-7%	-9%	u
CCOC(=O)N1CCC(n2c(SCC(=O)OCc3ccccc3)nc3ccsc3c2=O)CC1	12%	2%	-2%	27%	-23%	u	10%[38.3 µM]
O=C(NC1CCS(=O)(=O)C1)Oc1ccc(Cl)cc1 (stereo not given)	17%	4%	2%	-1%[9.22 µM]	2%	-2%	10%[38.3 µM]

Sorted by length of the SMILES (smallest number first): 5 of the compounds above.
SMILES	HTT cytoprotect	CBFb RUNX1 block	Luc counter	HttQ103 aggreg	SMN2 splice enh	LMNA splice mod	IMPase Li cell
Cc1ccc2c(ccc(=S)n2C)c1	2%	6%	3%	-9%	-10%	u	u
Cc1ccc(C)c(-n2c(-c3cccnc3)n[nH]c2=S)c1	-50%[inhibitor]	-4%	0%	21%[9.22 µM]	5%	-18%[9.22 µM]	-2%
CC(C)(C)S(=O)(=O)c1c(C(=O)O)cccc1C(=O)O	3%	-3%	1%	2%	8%	4%	-9%[38.3 µM]
Cc1ccccc1S(=O)(=O)NCc1ccc(N2CCN(C)CC2)cc1	11%[10 µM]	7%	x	5%[9.22 µM]	x	x	x
O=C(CSc1ccccn1)N1CCN(c2ncc(C(F)(F)F)cc2Cl)CC1	21%[10 µM]	12%	x	19%[9.22 µM]	x	x	x

Only HTT cytoprotect, IMPase Li cell and HttQ103 aggreg, for 2 of the compounds above:
smiles,HTT cytoprotect,IMPase Li cell,HttQ103 aggreg
Cc1ccccc1S(=O)(=O)NCc1ccc(N2CCN(C)CC2)cc1,11%[10 µM],x,5%[9.22 µM]
Cc1ccc2c(ccc(=S)n2C)c1,2%,u,-9%

The results go on:
SMILES	HTT cytoprotect	CBFb RUNX1 block	Luc counter	HttQ103 aggreg	SMN2 splice enh	LMNA splice mod	IMPase Li cell
CCC(CC)C(=O)Nc1ccc(C(=O)c2ccccc2)cc1	x	10%	-1%	-15%	13%	6%	-1%
O=C(Nc1ccc(S(=O)(=O)Nc2ncccn2)cc1)c1nn(Cc2ccccc2)c(=O)c2ccccc12	-5%[10 µM]	4%	x	-16%[9.22 µM]	x	x	x
O=S(=O)(Nc1ccc(S(=O)(=O)N2CCOCC2)cc1)c1ccccc1	0%	4%	-2%	0%	0%	2%	-6%[38.3 µM]
COc1ccc(C)cc1NC(=O)CN1CCN(S(=O)(=O)c2ccc(Br)cc2)CC1	7%	5%	-2%	6%	-12%	-1%	5%[38.3 µM]
Cn1cc(C2CC(c3ccccc3)=NN2C(=O)c2ccccc2)c2ccccc21 (stereo not given)	-12%[10 µM]	-5%	4%	1%	-41%[inhibitor]	-10%	2%
Cc1ccsc1/C=C(\C#N)C(=O)NC1CCS(=O)(=O)C1 (stereo not given)	5%[10 µM]	8%	1%	19%	15%	-13%[46 µM]	10%
O=C(NCCCN1CCOCC1)NC1CCCCC1	-1%	5%	8%	0%	0%	10%	-2%[38.3 µM]
Cc1cccc(-n2c(N)cc(=O)[nH]c2=S)c1C	1%	2%	0%	-1%	24%	4%	1%[38.3 µM]
NCCN	6%	-11%[21.7 µM]	x	29%	3%	1%	-12%
CCCCNS(=O)(=O)c1ccc2nc(SCC(=O)Nc3sccc3C#N)[nH]c2c1	-8%[10 µM]	-6%	-1%	u	-10%	u	21%[38.3 µM]
Cc1cc(C(=O)CC#N)c(C)n1-c1c(C)n(C)n(-c2ccccc2)c1=O	-39%[inhibitor]	2%	-4%	4%	3%	u	9%
CC(C)CC(=O)N=C1SC2CS(=O)(=O)CC2N1Cc1ccccc1 (stereo not given)	x	15%	0%	18%	22%	u	-3%

Taken from above, 2 compounds:
SMILES	HTT cytoprotect	CBFb RUNX1 block	Luc counter	HttQ103 aggreg	SMN2 splice enh	LMNA splice mod	IMPase Li cell
CCC(CC)C(=O)Nc1ccc(C(=O)c2ccccc2)cc1	x	10%	-1%	-15%	13%	6%	-1%
O=C(Nc1ccc(S(=O)(=O)Nc2ncccn2)cc1)c1nn(Cc2ccccc2)c(=O)c2ccccc12	-5%[10 µM]	4%	x	-16%[9.22 µM]	x	x	x

Next section:
SMILES	HTT cytoprotect	CBFb RUNX1 block	Luc counter	HttQ103 aggreg	SMN2 splice enh	LMNA splice mod	IMPase Li cell
Cc1c(CCOC(=O)CC23CC4CC(CC(C)(C4)C2)C3)sc[n+]1CC(=O)c1ccccc1	-9%[10 µM]	0%	1%	33%[9.22 µM]	x	1%[46 µM]	20%
C[N+]1(C2CCC3CCC2C3O)CCCC1 (stereo not given)	u	16%	-5%	-6%	3%	-3%	-2%
O=C(NCCCn1ccnc1)/C(=C\c1cccnc1)NC(=O)c1ccccc1Br	23%[10 µM]	-7%	0%	18%	-6%	-4%	0%
COCCCNC(=O)Cn1cc2c(n1)CCC(C)C2 (stereo not given)	10%	5%	0%	-6%	-2%	-3%	9%[38.3 µM]
O=c1c2ccccc2c(/C=N/c2ncn[nH]2)c(O)n1Cc1ccccc1	-26%[10 µM]	-17%	-2%	2%	-5%	u	10%[38.3 µM]

Rows are unselected; 4% or so of the library scored in one or more.
